Rpn11 block: Rpn11 (PSMD14) deubiquitinase inhibitors, primary screen, biochemical, fluorescence polarization, uHTS | 26S proteasome non-ATPase regulatory subunit 14 (Homo sapiens), O00487 | human 26S proteasome, Ub4-pepOG fluorescence polarization; 20S core pre-blocked with epoxomicin | calls only at 20 µM | 0.59% of 360,000 active | AID 588493, 2011;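 active means inhibition at 20 µM, scaled to each plate's controls, above about 33%, limit read from the data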
Target sequence (O00487 whole entry, looked up): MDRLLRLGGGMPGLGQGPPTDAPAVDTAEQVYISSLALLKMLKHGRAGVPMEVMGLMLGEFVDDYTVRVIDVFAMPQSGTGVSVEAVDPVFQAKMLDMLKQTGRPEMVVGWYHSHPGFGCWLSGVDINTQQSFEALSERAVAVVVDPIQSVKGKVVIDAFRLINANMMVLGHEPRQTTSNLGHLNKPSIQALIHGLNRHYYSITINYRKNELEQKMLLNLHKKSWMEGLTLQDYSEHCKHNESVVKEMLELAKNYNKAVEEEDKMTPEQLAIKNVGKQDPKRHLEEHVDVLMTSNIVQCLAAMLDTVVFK
DNMT1 inh: human DNMT1 methyltransferase inhibitors, primary screen, biochemical, molecular beacon, fluorescence, HinP1I cleavage, uHTS; inhibition (reported as % activation of signal), % at 10 µM; DNA (cytosine-5)-methyltransferase 1 (Homo sapiens), P26358; 0.83% of 360,000 active; in the data active means inhibition above about 50%
SKN-1 block: suppressors of acrylamide-induced Pgst-4::GFP reporter in worms, primary screen, SKN-1 inhibitor project, whole organism, uHTS, GFP/RFP fluorescence ratio, strain VP596. C. elegans VP596 Pgst-4::GFP/RFP ratio, 24 h. inhibition, % at 21.8 µM. 0.49% of 360,000 active;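 active means interference check ratio from 0.5 to 1.5 plus GFP to RFP signal ratio inhibition reaching or exceeding a fixed threshold, cut at about 30% in these data, passing the limit was not always enough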; further: some compounds called inactive have numbers as strong as hits
NadD inh: inhibitors of S. aureus NadD, primary screen, biochemical, colorimetric, uHTS; Nicotinate-nucleotide adenylyltransferase NadD (Staphylococcus aureus N315); purified NadD enzyme, colorimetric absorbance read-out; inhibition, % at 20 µM; 0.78% of 360,000 active; AID 602399, 2012; in the data active means inhibition above about 26%; further: some compounds past the cut are filed as inactive
NRP1-CendR mod: modulators of CendR peptide binding to NRP-1, primary screen, biochemical, fluorescence polarization, uHTS; FAM-RPARPAR peptide binding to NRP-1; Neuropilin-1 (Homo sapiens), O14786; inhibition, % at 25 µM; 0.85% of 360,000 active; AID 602438, 2012;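 active means inhibition or corrected inhibition above about 18%, plus a signal ratio from 0.5 to 1.5, limit read from the data, passing the limit was not always enough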; further: strong numbers were not always called active
LMPTP inh: LMPTP phosphatase inhibitors, primary screen, biochemical, fluorescence intensity, uHTS; Low molecular weight phosphotyrosine protein phosphatase (Homo sapiens), P24666; recombinant LMPTP-A, OMFP fluorogenic substrate; inhibition, % at 20 µM; 0.22% of 360,000 active; AID 651560, 2012;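 active means compounds that cut the enzyme signal by at least half of the control window in the single-dose screen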;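 further: plate controls were DMSO wells with enzyme plus substrate for no effect and substrate without enzyme for full effect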
Target sequence (P24666 whole entry, looked up): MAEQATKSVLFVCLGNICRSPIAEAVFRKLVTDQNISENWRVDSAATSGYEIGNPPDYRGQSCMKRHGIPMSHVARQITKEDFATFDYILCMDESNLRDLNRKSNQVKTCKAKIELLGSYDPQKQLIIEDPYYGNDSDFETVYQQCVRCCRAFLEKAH
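Assay system: LMPTP-A enzyme. Input: 0.625 nM LMPTP-A final. Probe or stimulus: 400 µM OMFP. Compound dosing: single 20 µM dose. Schedule: 50 min dark incubation at room temperature. Detection: fluorescence intensity of OMFP turnover product. Read-out: percent inhibition versus substrate-only and uninhibited controls. Benchmarks: no-enzyme low control, uninhibited high control.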
Scp-1 inhibitor: Scp-1 phosphatase inhibitors, primary screen, biochemical, colorimetric, uHTS; Carboxy-terminal domain RNA polymerase II polypeptide A small phosphatase 1 (Homo …; Recombinant Scp1, phosphopeptide, malachite green phosphate absorbance; inhibition, % at 20 µM; 0.88% of 340,000 active; AID 493091, 2011;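 active means inhibition above about 50% at 20 µM, limit read from the data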;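 further: plate controls were DMSO wells with enzyme for no effect and wells lacking enzyme for full effect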
Target sequence (Q9GZU7 76-261 limits assumed): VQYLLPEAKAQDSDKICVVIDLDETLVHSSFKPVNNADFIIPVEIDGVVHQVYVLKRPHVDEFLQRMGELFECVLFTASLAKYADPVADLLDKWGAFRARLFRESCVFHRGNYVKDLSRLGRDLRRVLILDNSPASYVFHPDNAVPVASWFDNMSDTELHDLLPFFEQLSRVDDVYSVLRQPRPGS
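Assay system: SCP-1 catalytic fragment, aa 76-261 | Buffer or medium: Tris acetate buffer pH 5.5 with MgCl2 and Tween-20 | Compound: One concentration, 20 µM, with 1.0% DMSO | Also added: Phospho 17-mer peptide substrate | Signal: Absorbance at 630 nm | Incubation: 45 min enzyme reaction at room temperature | Measure: % inhibition of SCP-1 phosphate liberation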
MT1-MMP act inh: blockers of MT1-MMP proenzyme processing, primary screen, HT1080 RFP-PRO-GFP cells, GFP/RFP fluorescence | Matrix metalloproteinase-14 (Homo sapiens), P50281 | GFP/RFP ratio fluorescence, overnight; percent of plate control window, DMSO zero | GFP/RFP ratio change, % at 20 µM | 0.061% of 360,000 active | AID 651647, 2012;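 active means GFP/RFP ratio change of at least 30% with cell ATP level not reduced by more than half and red fluorescence within 50% of control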; further: strong numbers were not always called active
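Compound: 20 µM single dose, 1% DMSO / System: HT1080 RFP-PRO-GFP cells / Controls: DMSO and RFP-L50D-GFP cell wells / Read-out basis: GFP/RFP fluorescence ratio / Schedule: overnight compound exposure at 37 °C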
SUMO1 PPI mod: modulators of SUMO1 protein-protein interactions, primary screen, biochemical, uHTS | Small ubiquitin-related modifier 1 (Homo sapiens), P63165 | SUMO1 binding to a labelled peptide, TR-FRET, 1 h | inhibition, % at 20 µM | 0.33% of 360,000 active; in the data active means inhibition above about 37%
Target sequence (P63165 whole entry, looked up): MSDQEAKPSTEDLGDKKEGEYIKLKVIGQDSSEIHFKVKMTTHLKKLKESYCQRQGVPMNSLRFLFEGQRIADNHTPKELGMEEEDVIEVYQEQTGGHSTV
STEP block: STEP phosphatase inhibitors, primary screen, biochemical, fluorescence intensity, uHTS. recombinant STEP, OMFP fluorogenic substrate. inhibition, % at 20 µM. 0.25% of 360,000 active;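 active means inhibition at 20 µM, scaled per plate between control wells, above about 37%, limit read from the data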;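 further: 0% = DMSO with enzyme and substrate and 100% = substrate only without enzyme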
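Also added – OMFP at 25 µM · Test system – STEP tyrosine phosphatase · Technique – FITC-channel fluorescence of OMFP product · Schedule – 20 min at room temperature, dark · Evaluation – control-normalized % inhibition with plate pattern correction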
Active calls of the source: *; i = inactive; / = no result given. Hits appear at their usual frequency (roughly 3.9% active in at least one column).

SMILES	Rpn11 block	DNMT1 inh	SKN-1 block	NadD inh	NRP1-CendR mod	LMPTP inh	Scp-1 inhibitor	MT1-MMP act inh	SUMO1 PPI mod	STEP block
O=C(CSc1ccc([N+](=O)[O-])cn1)Nc1cc(C(F)(F)F)ccc1N1CCOCC1	i	0	7	-8	13	3.9	-8	-2	-36	2
COc1ccc(-c2[nH]ncc2/C=C(/C#N)C(=O)NC2CCCCCC2)cc1	i	-2	13	-2	-4	1.1	-10	-3	-17	6
CN(C)CCC(=O)c1ccc2c(c1)OCO2	i	7	-6	5	-8	-0.6	-2	-2	1	5
Cn1cnc2c1c(=O)n(Cc1c(Cl)cccc1Cl)c(=O)n2C	i	1	-11	-4	0	-0.5	3	3	-6	-3
CC(=O)N=Cc1c(C)c(C#N)c(=O)n(C)c1O	i	-10	6	-5	-1	-1.0	-13	-4	0	-1
Oc1[nH]c2ccccc2c1N=Nc1ccccn1	i	48	6	2	-7	6.7	13	2	24	0
Cc1ccc(NC(=O)CSc2nnc(-c3ccco3)c(-c3ccco3)n2)cc1	i	92*	12	16	0	8.1	57*	-38	19	6
O=C(CN1CCN(Cc2ccccc2F)C1=O)NCCN1CCOCC1	i	4	-7	0	3	-3.0	-7	1	2	-3
NC(=O)CN1CCCN(S(=O)(=O)c2ccc(Br)cc2)CC1	i	-1	8	9	-3	-1.5	-9	0	1	6
O=C(O)C1CCCN(S(=O)(=O)c2cccc3cccnc23)C1 (stereo not drawn)	i	5	0	0	4	-2.7	-6	-1	11	-2
CCCNC(=O)c1cccc(Cn2nc(C)c(Br)c2C)c1	i	-2	4	0	10	-1.2	-9	0	1	0
CCSc1nnc(NC(=O)c2cc(C)on2)s1	i	2	0	0	-2	-0.5	-8	3	-6	-2
O=C(Cn1cccn1)c1ccccc1	i	-1	3	0	9	-0.5	-7	0	2	0
CCN(/N=C/c1ccc(Cl)cc1)c1cc(=O)n(C)c(=O)[nH]1	i	-11	6	-2	-12	1.3	5	2	-9	0
Cc1cccn2c(=O)c(C=O)c(N3CCN(c4ccccc4)CC3)nc12	/	0	-1	-2	4	1.0	-7	-3	-9	-1
COCCCNC(=O)/C(C#N)=C/c1ccc(OCC(=O)O)c(OC)c1	i	89*	7	1	7	15	57*	2	27	34
COC(=O)c1cc(NC(=O)C23CCC(C)(C(=O)O2)C3(C)C)cc(C(=O)OC)c1 (stereo not drawn)	i	3	-11	3	-12	0.2	-8	1	-1	1
Cc1noc(C(=O)NCc2ccccc2)c1Cl	i	0	-9	-1	-4	-1.9	19	-1	-6	1
CN1CCN(c2ccc([N+](=O)[O-])cc2C(=O)N2CCOCC2)CC1	i	1	-1	-1	-3	0.7	-5	0	-17	-3
O=C(O)CNC(=S)N(Cc1ccccc1F)C1CCCCC1	i	2	-6	-8	11	-1.8	-4	-1	-3	-3
C#CCSc1nnc(-c2sc3ccccc3c2Cl)o1	i	-5	30	2	-4	1.1	-17	-1	-6	0
CCC(C)(C(=O)NC1CCCCC1)N(C(=O)CC1NC(=O)NC1=O)c1c(C)n(C)n(-c2ccccc2)c1=O (stereo not drawn)	i	1	5	-4	1	-2.3	-17	-4	-2	-3
OCC[C@@H]1NCc2cc(CO)cc(-c3ccccc3)c21	i	-4	16	-5	-11	2.8	-20	-5	7	-6
Cc1ccc(NC(=O)COC(=O)c2cc(-c3cccs3)nn2-c2ccccc2)cc1[N+](=O)[O-]	i	4	11	-3	4	1.5	-7	0	-25	-1
CC(C)NC(=O)c1cc(-c2ccc3c(c2)OCO3)on1	i	-1	-3	-2	3	-1.7	-12	0	-4	-2
CCC(=O)Oc1ccc(NC(=O)c2ccc(S(=O)(=O)N3CCCC3)cc2)cc1	i	-11	15	-3	-8	-1.3	/	-2	-3	-1
CS(=O)(=O)N(CC(=O)NCc1ccc2c(c1)OCO2)c1ccc(Cl)cc1	i	-4	-2	-4	4	-1.0	-6	3	-2	-1
Cc1ccccc1CN(c1ccc(C(=O)Nc2ccccc2C(=O)N2CCCC2)cc1)S(C)(=O)=O	i	0	-3	-5	-10	-1.2	-8	2	-1	-2
O=C(CCSc1nc(-c2ccco2)cc(C(F)(F)F)n1)NCc1ccccn1	i	-4	1	3	-6	0.9	-1	-2	-5	0
CCN(C(=S)Nc1cccc2ccccc12)c1ccccc1	i	5	2	2	3	-1.3	/	/	3	-1
O=C(CSc1ccccc1)Nc1ccccc1C(=O)O	i	0	-2	4	-3	0.2	0	4	2	2
CCOC(=O)Cc1csc(NC(=O)COc2ccccc2)n1	i	-1	23	-1	23	-0.4	-4	2	2	0
Cc1cc(S(=O)(=O)NC2CCCCC2)c(C)s1	i	-15	-1	0	-2	1.6	-5	-2	0	-1
S=c1[nH]nc(COc2ccccc2)n1/N=C/c1cccc(Cl)c1Cl	i	2	-6	4	2	2.2	-1	-8	4	-2
O=C(N/N=C/c1ccc(N2CCOCC2)cc1)c1ccncc1	i	0	14	1	-1	-1.9	-2	5	-17	-2
CCCn1c(C(C)Nc2nc(-c3ccc(C)cc3)cs2)nc2ccccc21 (stereo not drawn)	i	-9	-1	7	6	0.3	0	-7	1	-1

DNMT1 inh: hit marks shown above.
mol	Rpn11 block	DNMT1 inh	SKN-1 block	NadD inh	NRP1-CendR mod	LMPTP inh	Scp-1 inhibitor	MT1-MMP act inh	SUMO1 PPI mod
Cc1ccc(NC(=O)CSc2nnc(-c3ccco3)c(-c3ccco3)n2)cc1	i	92*	12	16	0	8.1	57*	-38	19
COCCCNC(=O)/C(C#N)=C/c1ccc(OCC(=O)O)c(OC)c1	i	89*	7	1	7	15	57*	2	27

Other entries follow:
SMILES	Rpn11 block	DNMT1 inh	SKN-1 block	NadD inh	NRP1-CendR mod	LMPTP inh	Scp-1 inhibitor	MT1-MMP act inh	SUMO1 PPI mod	STEP block
COc1cc(/C=N\NC(=O)c2ccc(Cn3cc(Br)c([N+](=O)[O-])n3)o2)cc(OC)c1O	i	3	2	-4	-4	-2.0	-10	-2	-5	3
COC(=O)c1c(-c2ccc(SC)cc2)sc2ccc(OC)cc12	i	-6	-2	2	-8	2.9	-1	0	-1	3
C=CCn1c(SCC(=O)c2ccc(Br)cc2)nnc1C(C)NC(=O)Cc1ccc(OC)cc1 (stereo not drawn)	i	3	10	-11	-2	-0.1	16	2	-3	0
Cc1ccc(NC(=O)CNC(=O)c2cccs2)nc1	i	1	8	-1	0	-1.1	-2	-3	5	-2
O=C(O)CN1C(=O)C(=O)N(Cc2cccc(F)c2)C1=O	i	1	-3	-4	10	-2.4	1	-3	-3	-2
COCc1c(C(=O)N/N=C(/C)c2ccc(OCc3ccccc3)cc2)nnn1-c1nonc1N	i	6	1	9	0	-1.2	-2	-1	4	0
CN(CC(=O)NCc1ccccn1)S(=O)(=O)c1ccccc1	i	-4	4	7	-7	-1.0	-7	4	-1	1
COc1ccc(Cc2c(-c3ccc(OC)c(OC)c3)nc3c(C)cc(Br)cn23)c(C)c1	i	22	4	3	-11	4.2	/	7	-9	0
COc1ccccc1CNC(=O)C(=O)NCC1OCCN1S(=O)(=O)c1ccc2c(c1)OCCO2 (stereo not drawn)	i	0	23	-2	14	-1.9	-12	-4	0	-4
O=c1ccn(Cc2ccccc2Cl)cc1	i	-4	4	-2	-1	-1.7	-8	-1	2	2
C(=C\c1nnc(-c2cccs2)o1)/c1ccccc1	i	5	77*	-10	1	0.4	-10	-2	-20	3
CCc1nc2c(OCc3ccc(Cl)cc3)cccn2c1N(C)C(=O)c1ccco1	i	3	18	2	-9	0.1	/	-12	-5	1
CC1(C(=O)NC2CCCC2)CCC(=O)N1CCCn1ccnc1 (stereo not drawn)	i	-4	7	-3	13	-2.4	/	2	0	-2
COCCN(C(=O)CSc1nnc(-c2cccc(C)c2)n1C)c1c(N)n(Cc2ccccc2)c(=O)[nH]c1=O	i	1	17	7	0	-0.2	1	-1	3	2
CC(C)(C)n1nnnc1C(c1cccc(C#N)c1)N1CCCCCC1 (stereo not drawn)	i	10	-4	3	1	-0.6	-6	/	3	-3
Cc1ccc(-c2ccccc2)n1-c1cccc(C(=O)O)c1	i	4	5	-1	-20	0.3	-5	-3	0	0
CC[C@H](C)C(C(=O)N1CCN(C(=O)OC(C)(C)C)CC1)n1cc(C(CO)NC(=O)OC(C)(C)C)nn1 (stereo partly drawn)	i	3	-7	1	-14	-1.0	-5	1	12	-5
CC[C@@]1(C(=O)OC)N[C@H](CN(C)S(=O)(=O)c2ccc(C(C)(C)C)cc2)[C@@H]2C(=O)N(Cc3ccccc3)C(=O)[C@@H]21	i	-4	7	10	-1	0.6	-8	1	0	-1
CC(C)NC(=O)c1ccc(Sc2ccccc2)c([N+](=O)[O-])c1	i	-4	3	-5	-9	1.5	-8	-7	-26	-4
O=c1cc(CO)oc(CN2CCN(CCO)CC2)c1O	i	2	-13	1	8	-2.2	-4	-1	-3	-1
COc1ccc(OC)c(C(c2nnnn2CC2CCCO2)N2CCN(C)CC2)c1 (stereo not drawn)	i	11	-4	2	4	-4.5	-3	-4	-2	-4
Cc1ccccc1OCc1nnc(SC(C)C(=O)O)n1-c1ccccc1 (stereo not drawn)	i	0	23	-4	6	-0.4	/	-1	4	0
COc1ccc(C(=O)N/C(=C\c2cn(S(=O)(=O)N(C)C)c3ccccc23)C(=O)N2CCN(C)CC2)cc1	i	0	1	-2	8	0.5	-7	-1	-3	-2
CC(C)CNC(=O)CC(=O)N/N=C/c1cccs1	i	-3	4	-1	-11	-1.4	-10	2	-3	-3

Source: PubChem BioAssay
